Kir21 inh = inhibitors of mouse Kir2.1 inward-rectifier potassium channel | P35561 | HEK293-Kir2.1, FluxOR thallium flux fluorescence; stronger effect = lower value | B-score at 10 µM | 310,000 tested, 0.85% active;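 active means fluorescence ratio B-score at or below minus 3 SD of library scores, with starting-brightness B-score within 2 SD, cut at about -4.2 in these data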;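 further: channel flux triggered by added potassium and thallium sulfate stimulus; B-score of peak minus minimum fluorescence over baseline after thallium stimulus; more negative B-score means stronger Kir2.1 block with less thallium influx; some compounds called inactive have numbers as strong as hits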
Target sequence (P35561 whole entry, looked up): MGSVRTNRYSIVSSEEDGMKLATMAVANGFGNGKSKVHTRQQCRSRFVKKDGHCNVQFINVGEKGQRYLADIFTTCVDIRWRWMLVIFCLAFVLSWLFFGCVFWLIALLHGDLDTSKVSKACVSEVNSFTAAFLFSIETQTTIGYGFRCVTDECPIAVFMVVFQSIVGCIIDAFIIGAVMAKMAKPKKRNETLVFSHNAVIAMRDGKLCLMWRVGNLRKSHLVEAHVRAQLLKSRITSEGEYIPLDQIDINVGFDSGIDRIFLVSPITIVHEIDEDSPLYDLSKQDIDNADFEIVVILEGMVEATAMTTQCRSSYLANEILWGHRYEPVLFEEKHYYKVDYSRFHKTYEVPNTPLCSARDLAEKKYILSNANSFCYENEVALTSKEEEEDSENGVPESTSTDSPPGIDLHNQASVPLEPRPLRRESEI
STK33 kinase inh = inhibitors of human STK33 kinase. Q9BYT3. purified STK33, MBP phosphorylation, ADP-Glo luminescence. inhibition, % at 10 µM. 320,000 tested, 0.073% active;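 active means inhibition at or above 25%, using the most active replicate where run in duplicate; inactive means inhibition below 25%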
Target sequence (Q9BYT3 whole entry, looked up): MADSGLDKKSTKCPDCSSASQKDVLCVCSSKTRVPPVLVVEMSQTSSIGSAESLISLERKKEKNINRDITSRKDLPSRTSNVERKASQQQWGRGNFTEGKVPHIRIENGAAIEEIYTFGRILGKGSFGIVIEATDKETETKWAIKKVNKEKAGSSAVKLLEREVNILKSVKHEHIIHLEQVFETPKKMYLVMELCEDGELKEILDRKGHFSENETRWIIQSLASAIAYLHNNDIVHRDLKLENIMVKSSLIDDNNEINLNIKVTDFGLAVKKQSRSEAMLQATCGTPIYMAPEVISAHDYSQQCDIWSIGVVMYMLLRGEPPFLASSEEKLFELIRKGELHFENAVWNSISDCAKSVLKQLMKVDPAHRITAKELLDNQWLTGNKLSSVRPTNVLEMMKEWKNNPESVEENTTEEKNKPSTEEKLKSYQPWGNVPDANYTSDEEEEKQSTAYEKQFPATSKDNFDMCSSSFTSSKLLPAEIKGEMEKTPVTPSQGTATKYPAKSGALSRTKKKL
* marks the source's active call; other numbers are inactive results; · = no result given.

SMILES	Kir21 inh	STK33 kinase inh
CC(C(=O)Nc1ccc([N+](=O)[O-])cc1Cl)N1CCN(S(=O)(=O)c2cccs2)CC1 (stereo not drawn)	·	0.3
O=C(CCC(=O)N1CCCc2ccccc21)N1CCN(S(=O)(=O)c2ccccc2)CC1	0.74	-1.8
Cc1c(C)c2c(OCC(=O)NCC(=O)NCC(=O)O)cc3c(c2oc1=O)CCC(C)(C)O3	0.01	-1.1
COc1cccc(OCCOCCOc2ccc(C)cc2[N+](=O)[O-])c1	0.02	-0.8
O=C(/C=C/c1ccc(O)c(O)c1)OC(Cc1ccc(O)c(O)c1)C(=O)O (stereo not drawn)	0.63	-2.8
COc1ccc(S(=O)(=O)N(NC2=NS(=O)(=O)c3ccccc32)C(=O)C(C)C)cc1	0.84	0.1
CCOC(=O)N1CCN(C(=O)C2CCN(S(=O)(=O)c3ccc(OC)cc3)CC2)CC1	1.1	-1.5
COCCN(C(=O)CCl)C(C(=O)NC1CCCCC1)c1ccccc1C (stereo not drawn)	-0.68	0.2
CCOc1ccc(OCc2ccc(C(=O)N(CC)CC)cc2)cc1	1.7	-1.4
CCCN1C(=S)c2ccccc2C1c1ccccc1 (stereo not drawn)	-3.7	-1.6
Cc1ccc(N2CC(C(=O)N3CCC(C(=O)Nc4nnc(C(C)C)s4)CC3)CC2=O)cc1 (stereo not drawn)	0.86	1.0
COc1ccc(C2=Nn3c(nnc3-c3ccco3)SC2)cc1	-1.3	0.3

One compound at a time, from the list above.
COCCN(C(=O)CCl)C(C(=O)NC1CCCCC1)c1ccccc1C (stereo not drawn) across the screens: Kir21 inh: -0.68; STK33 kinase inh: 0.2
CCOC(=O)N1CCN(C(=O)C2CCN(S(=O)(=O)c3ccc(OC)cc3)CC2)CC1 across the screens: Kir21 inh: 1.1; STK33 kinase inh: -1.5
CCCN1C(=S)c2ccccc2C1c1ccccc1 (stereo not drawn) across the screens: Kir21 inh: -3.7; STK33 kinase inh: -1.6

Continued.
SMILES	Kir21 inh	STK33 kinase inh
Cc1cccc(N(C(=O)c2csnn2)C(C(=O)NC(C)(C)C)c2ccncc2)c1 (stereo not drawn)	-1.6	-1.3
[O-]c1n[n+](-c2ccc(Cl)cc2Cl)cc2ccccc12	0.85	-0.7
COc1cccc(C(=O)NCCCNC(=O)c2cccnc2)c1	0.08	-1.7
O=C(c1nnc(Cc2ccc(Cl)cc2)o1)N1CCOCC1	-2	-0.8
COc1ccccc1C(=O)N1CCNC(=O)C1CC(=O)Nc1cccc(C)c1 (stereo not drawn)	1	0.1
COc1cc(C)ccc1OCCCOc1ccccc1Cl	0.01	-1.3
CCCOc1ccc(N2C(=O)CC(SC(=NCC)Nc3cccc(F)c3)C2=O)cc1 (stereo not drawn)	0.75	-0.3
O=C(c1ccccc1)c1ccc(Cn2cc(CCCO)nn2)cc1	-0.21	0.7
Cc1cccc(OCC(=O)NCc2nnc3ccc(C(F)(F)F)cn23)c1C	·	1.3
NCc1c(O)ccc2ccccc12	-0.11	-0.7
CCOC(=O)C1CCCN(S(=O)(=O)c2cc3c(cc2Cl)NC(=O)CO3)C1 (stereo not drawn)	-0.84	-0.5
COC(=O)c1cccnc1Oc1ccccc1	-1.6	-1.2
CCCC(=O)NC(=S)Nc1cccc2c(O)cccc12	1.7	2.6
CC(Sc1ccc(Cl)cc1)C(=O)Nc1ccccc1C(=O)N1CCOCC1 (stereo not drawn)	-0.61	-1.3
O=C1CC(Cc2ccc(Cl)cc2)C(=O)N1c1cc(Cl)ccn1 (stereo not drawn)	-0.13	-1.0
CN(C)C(=S)NC(=O)C12CC3CC(C)(CC(C)(C3)C1)C2	0.28	-0.5
O=C(Nn1cnc2ccccc2c1=O)c1ccccc1[N+](=O)[O-]	0.01	-1.5
C[C@@H]1COC(=O)[C@@H](CC(=O)OC(C)(C)C)C/C=C\C[C@@H](CC(=O)N(CCO)Cc2ccccc2)C(=O)N1	·	-2.2
O=C1OC(c2ccccc2)=N/C1=C\N1CCCCC1	0.63	1.2
CCN1CCN(c2ccc(NC(=O)CCc3c(C)nc4c(-c5ccc(F)cc5)c(C)nn4c3C)cc2)CC1	0.08	·
CC(=O)NC(Cc1ccc(F)c(F)c1)C(=O)NC1CCN(S(=O)(=O)c2ccc(C)cc2)CC1 (stereo not drawn)	0.06	·
CS(=O)(=O)N1CCN(CCN2C(=O)c3cccc4cccc(c34)C2=O)CC1	-0.03	0.3
COCCN1Cc2cccc(C(=O)Nc3c(C)cc(C)cc3C)c2C1=O	-1.1	0.5
CCOc1cc(CN2CCOCC2)cc(C(C)=O)c1	0.12	-1.2
COc1cccc(COc2ccc3c(C)cc(=O)oc3c2)c1	0.01	-0.2
CCS(=O)(=O)N1CCN(C(=O)CCC2CCCC2)CC1	0.02	0.1
O=C(Nc1cccnc1)c1cc(-c2ccc(Br)cc2)on1	-1.1	-0.4
C=CCNC(=O)NC(=O)COC(=O)[C@H](C)NS(=O)(=O)c1c(C)c(C)cc(C)c1C	0.71	-0.1
COc1ccccc1OCC(=O)Nc1ccccc1C(=O)NCc1cccnc1	-0.08	-1.2
COc1cc(-c2cc(C(=O)Nc3ccc(S(=O)(=O)Nc4ncccn4)cc3)c3ccccc3n2)cc(OC)c1OC	-1	-1.6
COc1ccc(CN2CCN(C(=O)c3ccc4c(c3)CCC4)CC2)cc1OC	·	-1.3
CN(C(=O)CSc1nnc(Cc2ccccc2F)n1N)C1CCCCC1	·	-1.3
C/C(Cn1cnc([N+](=O)[O-])n1)=N\NC(=O)c1ccc(F)cc1	0.34	-0.2
CC(C)CN(C(=O)COC(=O)CCc1nc2ccccc2s1)c1c(N)n(Cc2ccccc2)c(=O)[nH]c1=O	-0.08	-0.8
O=S(=O)(c1ccc(Br)cc1Cl)N1CCN(CCO)CC1	1.6	-2.9
Cc1ccc(C(=O)Nc2ccc3c(c2)OCO3)cc1	2.3	1.1
Cc1ccnc(NC(=O)c2cccc(OC(F)F)c2)n1	0.7	-0.6
CCOc1cccc(/C=N/NC(=S)NCCN2CCOCC2)c1O	0.3	-1.0
COc1ccc2c(c1)OC[C@H]1[C@H]2N2C(=O)c3ccc(C)cc3NC(=O)[C@@]2(C)[C@H]1c1ccccc1	·	0.1
O=C(Oc1cccc(C(=S)N2CCOCC2)c1)c1ccccc1	-0.94	-0.9
Cc1ccc(NC(=O)c2cc(S(=O)(=O)NCCc3ccccc3)ccc2F)cc1Cl	0.59	-1.9
CC1(C)C(=O)CC[C@@]2(C)[C@H]1CC[C@@]1(C)CC3=C(CC[C@@H]12)[C@@]1(C)CCC(=O)C(C)(C)[C@@H]1CC3	·	-0.8
Cc1nc(C(=O)NCCCO)cc2c1[nH]c1ccccc12	0.21	2.4
Cc1cc(C)c(NC(=O)CS(=O)CC(=O)N2CCN(c3cccc(C)c3C)CC2)c(C)c1 (stereo not drawn)	1.8	-0.9
Nc1[nH]ncc1-c1ccccc1	-0.82	-1.4
Cc1ccc(CCNC(=O)c2nnn(-c3cc(C)cc(C)c3)c2N)cc1	0.06	-1.5
CC(C(=O)Nc1ccc2c(c1)OCO2)n1cnc2c1c(=O)n(C)c(=O)n2C (stereo not drawn)	·	0.4
COc1ccc(C(=O)Nn2c(SCc3cccc([N+](=O)[O-])c3)nc3ccccc3c2=O)cc1	-0.7	-1.3
CCOC(=O)c1sc(SC)c(C(C)=O)c1C	-1.3	-3.3
CC1CCN(CCOCCOc2ccccc2Br)CC1	-0.06	-0.3
CN1CCN(C(=O)c2cc(Br)cn2C)CC1	1.5	-1.0
COc1ccc(NC(=O)C2CCC(C(C)(C)C)CC2)cc1S(=O)(=O)N1CCCCC1 (stereo not drawn)	1.1	-0.9
O=C(Nc1ccc(Br)cc1)c1cccc(N2C(=O)C3CCCCC3C2=O)c1 (stereo not drawn)	-0.86	-0.7
C/C(=N/Nc1ccnc2cc(Cl)ccc12)c1ccc(O)cc1	0.75	32*
Cc1ccc(NCC(=O)c2ccc([N+](=O)[O-])cc2)cc1	-0.07	-0.9
Cn1c(=O)oc2cc(S(=O)(=O)NCc3ccc(C(=O)O)cc3)ccc21	0.63	-1.2
CC1(C)Cc2nc3sc4c(=O)n(Cc5ccccc5)cnc4c3cc2CS1	0.69	-2.1
CCN1C(=O)N(CC)C2C1N(CO)C(=O)N2CO (stereo not drawn)	2.2	-0.8
Cc1ccc(CS(=O)Cc2ccc(C(=O)NCc3cccs3)o2)cc1 (stereo not drawn)	-0.39	-1.0
COc1ccc(CNS(=O)(=O)c2ccc(-n3cnnn3)c(OC)c2)cc1	-2.3	1.3
Further results.
SMILES	Kir21 inh	STK33 kinase inh
O=C(c1cc(-c2ccccc2)nc2ccccc12)N1CCCC1	0.8	0.5
CC(=O)NC(=S)Nc1cccc([N+](=O)[O-])c1	0.09	0.0
CCOC(=O)c1ccc(NC(=O)c2ccccc2C)cc1	0.93	-0.7
O=C(/C=C/c1ccc([N+](=O)[O-])cc1)OCC(=O)N1CCCC1	·	0.0
O=C(CSc1ncnc2sccc12)NC1CCS(=O)(=O)C1 (stereo not drawn)	·	1.8
CCOC(=O)c1c(SCc2ccccc2)n[nH]c1N	1.2	0.1
Cc1nc2c3ccccc3nc(NNC(=O)CCC(=O)NC(C)C)n2n1	0.8	-2.3
CO/N=C/CC(=O)c1ccc(-c2ccccc2)cc1	0.5	-0.3
Fc1ccc2c(c1)C(c1ccncc1)=NNC(c1ccccc1)=N2	0.94	-0.4
O=C(N/N=C/C=C/c1ccccc1)C1CC1c1ccccc1 (stereo not drawn)	0.03	-2.4
O=C(O)CCCC(=O)Nc1nc2n(n1)C(c1ccc(F)cc1)CC(c1ccc(Cl)cc1)N2 (stereo not drawn)	-0.2	1.6
Cc1cc(C)cc(C(=O)NC(=S)Nc2ccc3[nH]c(=O)[nH]c3c2)c1	1.1	-1.8
CCN(CC)CCCNC(=S)N(CCO)Cc1cc2cc3c(cc2[nH]c1=O)OCCO3	0.96	0.3
Cc1ccc2cc(CN(Cc3ccco3)C(=O)C3CCCCC3)c(=O)[nH]c2c1C	0.69	-1.2
C/C(=N/NC(=O)c1ccco1)c1ccc(Br)s1	-1.9	-1.5
Cc1ccc(NC(=O)CCCOc2ccccc2)cc1S(=O)(=O)N1CCOCC1	·	-0.5
CN1CCCN(C(=O)c2cc(-c3cccc4ccccc34)nc3ccccc23)CC1	-0.03	-0.7
Cc1ccc(N2CC(C(=O)Nc3cc(C(F)(F)F)ccc3N3CCCC3)CC2=O)cc1 (stereo not drawn)	-0.67	·
N#Cc1ccc(C(=O)OCC(=O)N2CCOCC2)cc1	1.4	-0.3
NC(=O)C1CCN(S(=O)(=O)Cc2ccccc2Cl)CC1	-0.84	-1.0
CCCCOc1nc2ccccc2nc1NS(=O)(=O)c1ccc(F)cc1	-1.8	-0.4
O=C(Nc1ccc(C(=O)N2CCC(O)(c3ccc(Cl)c(C(F)(F)F)c3)CC2)cc1)c1ccc(Br)o1	·	11
CCOC(=O)C(Cc1ccccc1)C(=O)Nc1ccc(NC(=O)C(Cc2ccccc2)C(=O)OCC)cc1 (stereo not drawn)	0.09	-1.3
COC(=O)[C@@H](Cc1ccccc1)NC(=O)NCCc1ccc(OC)c(OC)c1	1.2	0.3

Ordered by value in Kir21 inh (smallest number first): some entries from above
SMILES	Kir21 inh	STK33 kinase inh
C/C(=N/NC(=O)c1ccco1)c1ccc(Br)s1	-1.9	-1.5
CCCCOc1nc2ccccc2nc1NS(=O)(=O)c1ccc(F)cc1	-1.8	-0.4
NC(=O)C1CCN(S(=O)(=O)Cc2ccccc2Cl)CC1	-0.84	-1.0
Cc1ccc2cc(CN(Cc3ccco3)C(=O)C3CCCCC3)c(=O)[nH]c2c1C	0.69	-1.2

(list continues)
SMILES	Kir21 inh	STK33 kinase inh
CCOC(=O)N1CCC(NC(=O)c2cc(C(=O)Nc3ccc(F)cc3F)ccc2CO)CC1	-1.5	-0.6
Cc1ccc(NC(=O)CCN2CCN(C)CC2)cc1	1.1	-1.0
CC1CC(C)(C)CC2(C1)NC(=O)N(CC(=O)N1CCN(S(=O)(=O)c3cccc(F)c3)CC1)C2=O (stereo not drawn)	·	-0.2
Cc1c(NC(=O)COC(=O)CCc2c[nH]c3ccccc23)c(=O)n(-c2ccccc2)n1C	0.02	-2.3
O=C(O)c1ccc(-n2cccc2/C=C2/SC(=O)N(CC(=O)N3CCCC3)C2=O)cc1	0.07	-0.1
C[C@@H]1CN(Cc2cn(C)nc2-c2cccc(Cl)c2)C[C@H](C)O1	-0.13	0.0
Fc1ccc(CSc2nc3ccccc3[nH]2)c2ccccc12	-0.04	-2.2
Cn1ccc(O)c(C#N)c1=O	-0.05	-0.7
CC(CN(C)Cc1ccccc1)OC(=O)C1COc2ccccc2O1 (stereo not drawn)	2.1	1.7
CC1CCc2c(sc3nc(CN4CCN(S(=O)(=O)c5ccccc5[N+](=O)[O-])CC4)[nH]c(=O)c23)C1 (stereo not drawn)	-0.32	-2.9
O=C(Nc1ccccc1[N+](=O)[O-])C1C(c2ccccc2)=C1c1ccccc1	-0.76	-0.4
NS(=O)(=O)c1ccc(NS(=O)(=O)/C=C/c2ccccc2)cc1	0.19	-0.9
O=C(CNC(=S)N(CCCN1CCOCC1)Cc1cccs1)NCCN1CCOCC1	1.4	-0.6
CSCC[C@H](NC(=O)OC(C)(C)C)c1nnc(SCc2ccc(F)cc2)o1	-3.2	-1.0
O=C(NC1CCCC1)C1CC(=O)N(C2CCCCCCC2)C1 (stereo not drawn)	-0.4	-3.3
